Screens as filed in PubChem.
Growth percent in the NCI-60 one-dose screen (48 h, 10 µM unless noted): 100 = growth as untreated, 0 = no growth, -100 = all killed.
SK-MEL-2 = SK-MEL-2 melanoma | actives 4.7% (n = 77,000)
SK-MEL-5 = SK-MEL-5 melanoma. actives 6.4% (n = 80,000). AID 1794755
BT-549 = BT-549 breast cancer. actives 4.4% (n = 78,000)
SK-MEL-28 = SK-MEL-28 melanoma | AID 1794761 | actives 4.1% (n = 81,000)
T-47D = T-47D breast cancer; AID 1794792; actives 5% (n = 79,000)
LOX IMVI = LOX IMVI melanoma; actives 7.4% (n = 79,000)
HS 578T = HS 578T breast cancer; actives 4.1% (n = 78,000)
MDA-MB-435 = MDA-MB-435 melanoma; actives 7.8% (n = 82,000)
The depositor's hits bear a star; & = joins results of further samples. How the source made its calls: active means growth percent below 10; inactive means the rest.

Sample of the layout (4 entries):
Screening COc1ccc(NCc2ccc(CO)n2-c2ccc(OC)cc2)cc1 returned SK-MEL-2 101, SK-MEL-5 102, BT-549 110, SK-MEL-28 105, T-47D 98, LOX IMVI 90, HS 578T 98 and MDA-MB-435 101.
`CC(C)CC(=O)/C=C\c1ccco1` gave SK-MEL-2 106, SK-MEL-5 103, BT-549 102, SK-MEL-28 107, T-47D 91, LOX IMVI 96, HS 578T 107 and MDA-MB-435 100.
`CC(=S)N/C=C/c1c(C(=O)O)cc([N+](=O)[O-])cc1[N+](=O)[O-]` gave SK-MEL-2 108, SK-MEL-5 96, BT-549 98, SK-MEL-28 100, T-47D 100, LOX IMVI 103, HS 578T 101 and MDA-MB-435 98.
For O=C(c1ccc(Br)cc1)C(Br)C(c1ccccc1)C(c1ccccc1)[N+](=O)[O-] (centres undefined) the results were SK-MEL-2 107, SK-MEL-5 96, BT-549 90, SK-MEL-28 107, T-47D 91, LOX IMVI 104, HS 578T 91 and MDA-MB-435 96.

Main list, from the first entry:
Screening COc1ccc(NCc2ccc(CO)n2-c2ccc(OC)cc2)cc1 returned SK-MEL-2 101, SK-MEL-5 102, BT-549 110, SK-MEL-28 105, T-47D 98, LOX IMVI 90, HS 578T 98 and MDA-MB-435 101.
`CC(C)CC(=O)/C=C\c1ccco1` gave SK-MEL-2 106, SK-MEL-5 103, BT-549 102, SK-MEL-28 107, T-47D 91, LOX IMVI 96, HS 578T 107 and MDA-MB-435 100.
`CC(=S)N/C=C/c1c(C(=O)O)cc([N+](=O)[O-])cc1[N+](=O)[O-]` gave SK-MEL-2 108, SK-MEL-5 96, BT-549 98, SK-MEL-28 100, T-47D 100, LOX IMVI 103, HS 578T 101 and MDA-MB-435 98.
For O=C(c1ccc(Br)cc1)C(Br)C(c1ccccc1)C(c1ccccc1)[N+](=O)[O-] (centres undefined) the results were SK-MEL-2 107, SK-MEL-5 96, BT-549 90, SK-MEL-28 107, T-47D 91, LOX IMVI 104, HS 578T 91 and MDA-MB-435 96.
For N#Cc1c(-c2ccc(Cl)cc2)cc(-c2ccc(Br)cc2)[nH]c1=O the results were SK-MEL-2 61, SK-MEL-5 87, BT-549 70, SK-MEL-28 110, T-47D 85, LOX IMVI 83, HS 578T 91 and MDA-MB-435 103.
Screening Cc1cc(=O)[nH]c(N/N=C/c2ccccc2O)n1 returned SK-MEL-2 74, SK-MEL-5 91, BT-549 101, SK-MEL-28 86, T-47D 49, LOX IMVI 59, HS 578T 104 and MDA-MB-435 72.
For O=C(CN1CCN(c2cc(=O)n(-c3ccccc3)c3ccccc23)CC1)Nc1ccc(Cl)cc1 the results were SK-MEL-2 99, SK-MEL-5 42, BT-549 86, SK-MEL-28 90, T-47D 51, LOX IMVI 74, HS 578T 87 and MDA-MB-435 80.
Screening Cc1ccc(NC(=O)Nc2ccc(-c3cccnc3)cc2N2CCC(CO)CC2)cc1 returned SK-MEL-2 34, SK-MEL-5 -46*, BT-549 25, SK-MEL-28 9.4*, T-47D 43, LOX IMVI 33, HS 578T 11 and MDA-MB-435 4.3*.
`CC(=O)Nc1ccc(S(=O)(=O)Nc2onc(C)c2C)cc1` gave SK-MEL-2 119, SK-MEL-5 122, BT-549 105, SK-MEL-28 111, T-47D 109, LOX IMVI 96, HS 578T 97 and MDA-MB-435 101.
Screening Nc1nc(O)c(N)c(=O)[nH]1 returned SK-MEL-2 103, SK-MEL-5 100, BT-549 111, SK-MEL-28 109, T-47D 100, LOX IMVI 100, HS 578T 105 and MDA-MB-435 109.
For CCCCCCCCNc1ccc(C(=O)OCC)cc1 the results were SK-MEL-2 115, SK-MEL-5 96, BT-549 106, SK-MEL-28 106, T-47D 98, LOX IMVI 100, HS 578T 109 and MDA-MB-435 103.
COc1ccc(-c2nnc(CNc3ccccc3C)o2)cc1 was read as SK-MEL-2 107, SK-MEL-5 97, BT-549 95, SK-MEL-28 107, T-47D 73, LOX IMVI 87, HS 578T 86 and MDA-MB-435 103.
C=CCCCCCCCCC1OCC(CC)(CCCC)CO1 (centres undefined) was read as SK-MEL-2 97, SK-MEL-5 102, BT-549 100, SK-MEL-28 102, T-47D 105, LOX IMVI 102, HS 578T 99 and MDA-MB-435 105.
COC(=O)C(=[N+]=[N-])C(=O)c1ccccc1 was read as SK-MEL-2 98, SK-MEL-5 105, BT-549 98, SK-MEL-28 113, T-47D 100, LOX IMVI 101, HS 578T 102 and MDA-MB-435 103.
Screening CCCCn1cc(-c2nc3ccccc3s2)c2cccnc21 returned SK-MEL-2 88, BT-549 97, SK-MEL-28 112, T-47D 56, LOX IMVI 65, HS 578T 104 and MDA-MB-435 102.
O=C(/C=C/c1ccco1)Nc1ncc(Cc2cccc(C(F)(F)F)c2)s1 was read as SK-MEL-2 23, SK-MEL-5 12, BT-549 8.6*, SK-MEL-28 46, T-47D 22, LOX IMVI 5.4*, HS 578T 0.4* and MDA-MB-435 -50*.
Screening c1ccc(COc2cccc(-c3nc4sccn4c3-c3ccncn3)c2)cc1 returned SK-MEL-2 100, SK-MEL-5 25, BT-549 79, SK-MEL-28 94, T-47D 52, LOX IMVI 81, HS 578T 85 and MDA-MB-435 78.
COc1cc2cc(Oc3ccc(NC(=O)Nc4ccc(Cl)c(C(F)(F)F)c4)cc3)c(C)nc2cc1OCCN1CCCCC1 was read as SK-MEL-2 95, SK-MEL-5 -76*, BT-549 72, SK-MEL-28 -86*, LOX IMVI -97*, HS 578T -45* and MDA-MB-435 -96*.
CN(C)CCC(=O)c1ccc(O)cc1 was read as SK-MEL-2 107, SK-MEL-5 100, SK-MEL-28 110, T-47D 96, LOX IMVI 97, HS 578T 112 and MDA-MB-435 110.
`Oc1ccc(CC2=NCCc3cc(O)c(O)cc32)cc1O` gave SK-MEL-2 156, SK-MEL-5 102, BT-549 113, SK-MEL-28 110, T-47D 140, LOX IMVI 106, HS 578T 109 and MDA-MB-435 101.
O=C(Cc1ccccc1)NC(CSSCC(NC(=O)Cc1ccccc1)C(=O)O)C(=O)O (centres undefined) was read as SK-MEL-2 125&101, SK-MEL-5 109&102, BT-549 108&105, SK-MEL-28 111&106, T-47D 97&97, LOX IMVI 100&98, HS 578T 109&94 and MDA-MB-435 96&102.
Screening Cc1nn(-c2ccc(C#N)cc2)c2nc3c(nc12)C(=O)C(=O)c1ccccc1-3 returned SK-MEL-2 114, SK-MEL-5 102, BT-549 90, SK-MEL-28 114, T-47D 107, LOX IMVI 92, HS 578T 101 and MDA-MB-435 104.
For O=C(Nc1ccnc2ccccc12)c1ccccc1CN1C(=O)c2ccccc2C1=O the results were SK-MEL-2 105, SK-MEL-5 98, BT-549 105, SK-MEL-28 103, T-47D 104, LOX IMVI 97, HS 578T 97 and MDA-MB-435 98.
CCOc1cccc(C2CC(=O)Nc3cc4c(cc32)OCO4)c1 (centres undefined) was read as SK-MEL-2 83, BT-549 82, SK-MEL-28 100, T-47D 67, LOX IMVI 94, HS 578T 92 and MDA-MB-435 29.
For NCCNCCCCCCCCCCCCOS(=O)(=O)O the results were SK-MEL-2 109, SK-MEL-5 101, BT-549 114, SK-MEL-28 108, T-47D 93, LOX IMVI 100, HS 578T 103 and MDA-MB-435 106.
`CC(=O)[C@@H]1CC[C@]2(C(=O)N3CCN(C)CC3)CC[C@]3(C)[C@H](CC[C@@H]4[C@@](C)(CCC#N)[C@H](C(C)=O)CC[C@]43C)[C@@H]12` gave SK-MEL-2 102, SK-MEL-5 99, BT-549 99, SK-MEL-28 106, T-47D 90, LOX IMVI 101, HS 578T 95 and MDA-MB-435 102.
Screening NNc1cc(Cl)ccc1Cl returned SK-MEL-5 98, SK-MEL-28 111, T-47D 96, LOX IMVI 100, HS 578T 90 and MDA-MB-435 120.
CC1(C)S[C@@H]2[C@H](NC(=O)[C@H](C(=O)O)c3cccs3)C(=O)N2[C@H]1C(=O)O was read as SK-MEL-2 98, SK-MEL-5 106, BT-549 96, SK-MEL-28 116, T-47D 102, LOX IMVI 99 and MDA-MB-435 106.
CC(=O)Nc1ccc(-n2cnc3cc(-c4ccc(O)cc4)ccc32)cc1F was read as SK-MEL-2 36, SK-MEL-5 12, BT-549 60, SK-MEL-28 49, T-47D 30, LOX IMVI 28, HS 578T 19 and MDA-MB-435 -26*.
Screening O=C(O)c1ccc(-n2cc(/C=N/Nc3ccc(Cl)cc3)c(-c3ccc(F)c(F)c3)n2)cc1 returned SK-MEL-2 75, SK-MEL-5 72, BT-549 70, SK-MEL-28 74, T-47D 66, LOX IMVI 44, HS 578T 84 and MDA-MB-435 87.
Screening CC(=N\N=C(N)N)/C(=N/N=C(N)N)c1ccccc1 returned SK-MEL-2 85, SK-MEL-5 102, BT-549 88, SK-MEL-28 110, T-47D 61, LOX IMVI 96 and MDA-MB-435 103.
`Cn1c(=O)[nH]c2c(c1=O)CCO2` gave SK-MEL-2 109, SK-MEL-5 97, BT-549 107, SK-MEL-28 94, T-47D 89, LOX IMVI 97, HS 578T 93 and MDA-MB-435 105.
For O=c1[nH]c2cc(O)ccc2n2cc3c(F)cccc3c12 the results were SK-MEL-5 8.2*, SK-MEL-28 25, T-47D 39, LOX IMVI 37, HS 578T -26* and MDA-MB-435 -12*.
Screening COc1ccc(-n2nnc3c4nc(-c5ccc(Cl)cc5)oc(=O)c4c(C)nc32)cc1 returned SK-MEL-2 99, SK-MEL-5 99, BT-549 106, SK-MEL-28 113, LOX IMVI 99, HS 578T 93 and MDA-MB-435 103.
For COc1ccc(C(=S)N2CCN(c3cccc(Cl)c3)CC2)cc1 the results were SK-MEL-2 80, SK-MEL-5 130, BT-549 91, SK-MEL-28 103, T-47D 90, LOX IMVI 103, HS 578T 118 and MDA-MB-435 106.
CN(C)C(=S)SC(=S)N(C)C was read as SK-MEL-2 93&107, SK-MEL-5 99&93, BT-549 115&109, SK-MEL-28 104&105, T-47D 96&67, LOX IMVI 91&100, HS 578T 102&106 and MDA-MB-435 93&95.
`Nc1ccc(F)cc1F` gave SK-MEL-2 101, BT-549 103, SK-MEL-28 93, T-47D 101, LOX IMVI 102, HS 578T 108 and MDA-MB-435 107.
c1ccc(-c2nn(-c3ccccc3)c3c2-c2ccccc2CS3)cc1 was read as SK-MEL-2 101, SK-MEL-5 98, BT-549 117, SK-MEL-28 106, T-47D 74, LOX IMVI 89, HS 578T 101 and MDA-MB-435 102.
Cc1cc2c(c(Br)c1O)Oc1c(cc(C)c(O)c1Br)C21OC(=O)c2ccccc21 was read as SK-MEL-2 121, SK-MEL-5 86, BT-549 91, SK-MEL-28 108, T-47D 97, LOX IMVI 91, HS 578T 106 and MDA-MB-435 102.
For COc1ccccc1/C=N/NC(=O)CSc1nc2ccccc2c(=O)n1Cc1ccc(S(N)(=O)=O)cc1 the results were SK-MEL-2 112, SK-MEL-5 99, BT-549 101, SK-MEL-28 107, T-47D 93, LOX IMVI 96, HS 578T 96 and MDA-MB-435 91.
For CC(=O)N(C(C)=O)c1ccc(C)cc1 the results were SK-MEL-2 106, SK-MEL-5 96, BT-549 101, SK-MEL-28 107, T-47D 102, LOX IMVI 92, HS 578T 110 and MDA-MB-435 111.
`CCn1nc(-c2ccc(C(=O)OC)cc2)nc2c(=O)n(C)c(=O)nc1-2` gave SK-MEL-2 97, SK-MEL-5 87, BT-549 98, SK-MEL-28 78, T-47D 84, LOX IMVI 55, HS 578T 36 and MDA-MB-435 64.
For NS(=O)(=O)c1ccc(Cn2c(SCC(=O)N/N=C/c3cccc(O)c3)nc3ccccc3c2=O)cc1 the results were SK-MEL-2 106, SK-MEL-5 98, BT-549 90, SK-MEL-28 108, T-47D 89, LOX IMVI 96, HS 578T 86 and MDA-MB-435 104.
`c1ccc2c(c1)-c1nc3ccccc3cc1C2N1CCCCC1` (centres undefined) gave SK-MEL-2 99, SK-MEL-5 44, BT-549 101, SK-MEL-28 103, T-47D 97, LOX IMVI 95, HS 578T 113 and MDA-MB-435 105.

Structures listed so far containing a CF3 group, in the order listed:
O=C(/C=C/c1ccco1)Nc1ncc(Cc2cccc(C(F)(F)F)c2)s1 was read as SK-MEL-2 23, SK-MEL-5 12, BT-549 8.6*, SK-MEL-28 46, T-47D 22, LOX IMVI 5.4*, HS 578T 0.4* and MDA-MB-435 -50*.
COc1cc2cc(Oc3ccc(NC(=O)Nc4ccc(Cl)c(C(F)(F)F)c4)cc3)c(C)nc2cc1OCCN1CCCCC1 was read as SK-MEL-2 95, SK-MEL-5 -76*, BT-549 72, SK-MEL-28 -86*, LOX IMVI -97*, HS 578T -45* and MDA-MB-435 -96*.
